Epigenetic derep – epigenetic control regulation, reporter derepression; 280,000 tested, 0.2% active; Potency, µM (series often up to 53.9 µM), for the others: top-dose GFP activation, hits mostly activators; murine LDR cells, GFP reporter derepression, 30 h; active = well fitted activation curve with a large enough effect; inconclusive = small, poorly fitted or top-dose-only effect; also: % of control where 0% means no effect; nearly all actives have a fitted effect of over 60% in size
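Derepression of a silenced CMV-GFP reporter in murine LDR cells is scored by enumerating GFP-positive cells with a laser-scanning microplate cytometer after 30 hours of treatment at 37 C.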
An asterisk follows results filed as active. Potency is read from the fitted curve at half-maximal effect. These rows are one share of the data; count on the stated rates, not on these rows.

For CN1CCN(CCCNC(=O)Cn2c(-c3cccs3)cc3ccccc32)CC1 the results were Epigenetic derep 0.8%.
Screening O=c1cc(-c2ccccc2)n2c(SCc3cccc([N+](=O)[O-])c3)nnc2[nH]1 returned Epigenetic derep inconclusive.
Cc1ccc(/C=C/c2onc(C)c2S(=O)(=O)N2CCC(C(=O)N(CCC(C)C)Cc3ccco3)CC2)cc1 was read as Epigenetic derep 1.7%.
Screening Cc1ccc(-n2cc(-c3ccccc3)c3c(N4CCC(C)CC4)ncnc32)cc1Cl returned Epigenetic derep 8.2%.
COc1ccccc1OCCn1c(NC(=O)c2ccccc2)nc2ccccc21 was read as Epigenetic derep 2.2%.
`Fc1ccc(-c2noc3ncnc(NCC4CCN(Cc5ccc(Cl)cc5)CC4)c23)cc1` gave Epigenetic derep 0.8%.
`CNS(=O)(=O)c1cn(CC(=O)N2CCN(c3ccccc3OC)CC2)cc1S(=O)(=O)NC` gave Epigenetic derep -1.5%.
`COc1ccccc1N1CCN(C(=O)C2CCN(S(=O)(=O)c3c(C)noc3/C=C/c3ccc(C)cc3)CC2)CC1` gave Epigenetic derep -2.8%.
CN(C)S(=O)(=O)N1CCC(N2CCN(Cc3ccc(F)cc3)C(=O)C2=O)CC1 was read as Epigenetic derep -4.3%.
Screening Cc1ccc(Cn2c(CNS(=O)(=O)c3cccc([N+](=O)[O-])c3)nc3cccnc32)cc1 returned Epigenetic derep 1.1%.
COC(=O)CC(=O)CSc1nc2cc(C(=O)NC(C)C)ccc2c(=O)n1CCc1ccccc1 was read as Epigenetic derep 4.3%.
Cc1cc(C)cc(N2CCn3c2nc2c3c(=O)n(C/C=C/c3ccccc3)c(=O)n2C)c1 was read as Epigenetic derep 0.0%.
For CCOc1ccc(NC(=O)c2cc(S(=O)(=O)N3CCC(C)CC3)cn2C)cc1 the results were Epigenetic derep 3.4%.
`CCOc1cc(C2C(C(N)=O)=C(C)Nc3ncnn32)cc(Br)c1O` (stereo not drawn) gave Epigenetic derep 0.0%.
For Cc1ccc(Cl)cc1NC(=O)CN1C(=O)c2ccccc2Sc2ncccc21 the results were Epigenetic derep -0.7%.
`CC(=O)c1ccc(N2CCN(S(=O)(=O)c3cc4[nH]c(=O)c(=O)[nH]c4cc3C)CC2)cc1` gave Epigenetic derep -1.2%.
`CCC1CCCCN1S(=O)(=O)c1cc(C(=O)Nc2ccc(C)c(F)c2)ccc1F` (stereo not drawn) gave Epigenetic derep -0.9%.
Screening COc1ccc(NC(=O)Nc2nnc(N3CCCC3)s2)cc1 returned Epigenetic derep -5.1%.
Screening Cc1ccc(NC(=O)N2CCN(Cc3nc4ccc(C)cc4o3)CC2)c(Cl)c1 returned Epigenetic derep -3.8%.
Screening CCOc1ccc(OCC)c(NS(=O)(=O)c2cc(-c3cnc(C)o3)ccc2OC)c1 returned Epigenetic derep -4.1%.

3 entries already listed, ordered by molecular weight, smallest number first.
For CN1CCN(CCCNC(=O)Cn2c(-c3cccs3)cc3ccccc32)CC1 the results were Epigenetic derep 0.8%.
For Cc1ccc(Cl)cc1NC(=O)CN1C(=O)c2ccccc2Sc2ncccc21 the results were Epigenetic derep -0.7%.
Screening Cc1ccc(Cn2c(CNS(=O)(=O)c3cccc([N+](=O)[O-])c3)nc3cccnc32)cc1 returned Epigenetic derep 1.1%.

Returning to the listing with the two entries that preceded the break.
Screening Cc1ccc(NC(=O)N2CCN(Cc3nc4ccc(C)cc4o3)CC2)c(Cl)c1 returned Epigenetic derep -3.8%.
Screening CCOc1ccc(OCC)c(NS(=O)(=O)c2cc(-c3cnc(C)o3)ccc2OC)c1 returned Epigenetic derep -4.1%.
Screening CC1CCN(S(=O)(=O)c2ccc3nc(Nc4cccc(F)c4)ccc3c2)CC1 returned Epigenetic derep 4.1%.
`Cc1cc(Nc2cccc(Cl)c2)nc2ccc(NC(=O)c3ccc(F)cc3Cl)cc12` gave Epigenetic derep 0.8%.
For CC1=C(C(=O)NCc2ccccc2C)C2(CCCCC2)OC1=O the results were Epigenetic derep 0.0%.
Screening COc1ccccc1CCNC(=O)C(=O)NCC(c1cccnc1)N1CCN(c2ccccc2)CC1 (stereo not drawn) returned Epigenetic derep 1.1%.
For COC(=O)c1ccc(CSc2nc3c([nH]c4ccccc43)c(=O)n2-c2cccc(Cl)c2)o1 the results were Epigenetic derep 1.4%.
Screening Cc1ccc(C)c(NC(=O)c2nc(S(C)(=O)=O)ncc2N(Cc2ccc(C(C)(C)C)cc2)Cc2ccco2)c1 returned Epigenetic derep -2.4%.
Cc1n[nH]c(C)c1CCc1nc2c3ccccc3nc(SCC(=O)Nc3ccc(F)cc3)n2n1 was read as Epigenetic derep 3.7%.
Screening COc1cccc(CNC(=O)CN2C(=O)COc3ccc(S(=O)(=O)N4CCCCCC4)cc32)c1 returned Epigenetic derep 3.2%.
CCC(=O)Nc1ccc2nc(SCCOc3ccc(C)cc3OC)sc2c1 was read as Epigenetic derep 0.0%.
For Cc1ccc(-c2nc(CCNC(=O)c3ccc(C)c(C)c3)cs2)cc1 the results were Epigenetic derep 0.0%.
Cc1ccc(OCCSc2nc(-c3cccs3)nc3cc(=O)[nH]n23)cc1Cl was read as Epigenetic derep -2.6%.
Screening COc1ccc(-c2nc3sc(CCNS(=O)(=O)c4c(C)cc(C)cc4C)c(C)n3n2)cc1 returned Epigenetic derep -0.4%.
`O=C1CSC2(C(=O)N(Cc3cccc(C(F)(F)F)c3)c3ccccc32)N1c1ccc(F)c(F)c1` (stereo not drawn) gave Epigenetic derep -1.3%.
Screening COc1ccc(Cc2nc3ccc(C(=O)NCCc4ccc(Cl)cc4)cc3o2)cc1 returned Epigenetic derep 4.5%.
Cc1nn(C)c2c1c(-c1ccccc1)cc(=O)n2Cc1ccccc1F was read as Epigenetic derep -1.6%.
For CCOC(=O)c1scc(-c2ccccc2)c1S(=O)(=O)Nc1cc(OC)cc(OC)c1 the results were Epigenetic derep 1.5%.
For Cc1cc(C)c2sc(N3CCN(C(=O)C4CC4)CC3)nc2c1 the results were Epigenetic derep -1.7%.
`CCOc1ccc(N2CC(NC(=O)c3ccc(S(=O)(=O)N4CCCC4)cc3)CC2=O)cc1` (stereo not drawn) gave Epigenetic derep 7.8%.
O=S(=O)(Nc1ccc(-c2ccc(N3CCCC3)nn2)cc1)c1ccc(OC(F)(F)F)cc1 was read as Epigenetic derep -1.7%.
Screening Cc1ccc(NC(=O)N2CC3CCCN3c3ccccc32)cc1Cl (stereo not drawn) returned Epigenetic derep -4.3%.
CN(C(=O)CSc1nnc(-c2ccccc2F)o1)C1CCCCC1 was read as Epigenetic derep -1.6%.
`CC(=O)c1ccc(N2CCN(S(=O)(=O)c3ccc(-c4cnc(C5CC5)o4)cc3)CC2)cc1` gave Epigenetic derep -0.9%.
For Cc1cccc(NC(=O)C(=O)NCCc2sc(-c3ccccc3)nc2C)c1C the results were Epigenetic derep 1.1%.
`CC1CCCCN1C(=O)CN1CCSc2ccccc21` (stereo not drawn) gave Epigenetic derep 3.4%.
Screening O=C(Nc1cccc(-c2cn3cccnc3n2)c1)c1cc(Br)ccc1Cl returned Epigenetic derep 7.8%.
Cc1ccc(NC(=O)CCCn2c(=O)c3cccn3c3ccccc32)cc1C was read as Epigenetic derep 1.4%.
`CCOc1ccccc1NC(=O)c1cc2c(=O)n(Cc3cccnc3)ccc2nc1C` gave Epigenetic derep 0.0%.
For Cc1sc2c(c1C)c(=O)n(CCc1ccccc1)c(=O)n2Cc1ccccc1Cl the results were Epigenetic derep -1.8%.
Screening Cc1cc(C)cc(N2CCn3c2nc2c3c(=O)n(Cc3c(F)cccc3Cl)c(=O)n2C)c1 returned Epigenetic derep 13.5%.
For CCC(=O)Nc1ccccc1-c1nc2ccccc2n(Cc2cccc(Br)c2)c1=O the results were Epigenetic derep -1.9%.
Screening COc1ccc(-c2cn3c(n2)sc2cc(C(=O)NCc4ccccc4)ccc23)cc1 returned Epigenetic derep 0.0%.
Nc1ncc(S(=O)(=O)NCc2ccc(F)cc2)cn1 was read as Epigenetic derep 0.0%.
Screening COc1cc(OC)cc(C(=O)Nc2cccc(-c3cn4cccnc4n3)c2)c1 returned Epigenetic derep 2.8%.
`CCCn1c2ccccc2c2cnn(CC(=O)N(CC)c3cc(C)ccc3C)c(=O)c21` gave Epigenetic derep -1.2%.
`Cc1ccc(NC(=O)c2cc(S(=O)(=O)NC3CCCCC3)ccc2F)cc1Cl` gave Epigenetic derep 3.5%.
`COc1ccc(NC(=O)CSc2nc3ccccc3n2CC(=O)N2CCCCC2C)cc1` (stereo not drawn) gave Epigenetic derep -0.2%.
Cc1ccc(NC(=O)CSc2nc3c(c(=O)[nH]2)CN(Cc2ccccc2)CC3)cc1Cl was read as Epigenetic derep -3.4%.
Cc1ccccc1CNC(=O)C1CCCN(S(=O)(=O)N(C)c2ccc(F)cc2)C1 (stereo not drawn) was read as Epigenetic derep 0.1%.
CCc1ccccc1NC(=O)C1=CC(c2ccc(OC)c(OC)c2)=NS(=O)(=O)N1C was read as Epigenetic derep -2.4%.
Screening COc1ccc(OCc2ccc(-c3nc(C#N)c(N4CCC(C(N)=O)CC4)o3)o2)cc1 returned Epigenetic derep -3.2%.

Filtered by structure, the compounds so far with a furan ring, fused or not
Cc1ccc(/C=C/c2onc(C)c2S(=O)(=O)N2CCC(C(=O)N(CCC(C)C)Cc3ccco3)CC2)cc1 was read as Epigenetic derep 1.7%.
For COC(=O)c1ccc(CSc2nc3c([nH]c4ccccc43)c(=O)n2-c2cccc(Cl)c2)o1 the results were Epigenetic derep 1.4%.
Screening Cc1ccc(C)c(NC(=O)c2nc(S(C)(=O)=O)ncc2N(Cc2ccc(C(C)(C)C)cc2)Cc2ccco2)c1 returned Epigenetic derep -2.4%.
Screening COc1ccc(OCc2ccc(-c3nc(C#N)c(N4CCC(C(N)=O)CC4)o3)o2)cc1 returned Epigenetic derep -3.2%.

(continued)
For Cc1ccc(Cl)cc1N1CCN(C(=O)c2cnc3c(-c4ccc(F)cc4)c(C)nn3c2C)CC1 the results were Epigenetic derep 0.8%.
O=C(COc1ccccc1)Nc1c(C(=O)N2CCN(c3ccc(F)cc3)CC2)oc2ccccc12 was read as Epigenetic derep -0.4%.
For Cc1noc2ncnc(NCc3cccc(Cl)c3)c12 the results were Epigenetic derep -1.3%.
CCN(c1cc(C)cc(C)c1)S(=O)(=O)c1nnc(NC(=O)c2cccs2)s1 was read as Epigenetic derep 0.0%.
Screening CC(=O)c1ccc(S(=O)(=O)Nc2ccc(-c3ccc(N4CCCCC4)nn3)cc2)cc1 returned Epigenetic derep -1.7%.
CNC(=O)C1CCN(Cc2cc3ccccc3n2Cc2cccc(C)c2)CC1 was read as Epigenetic derep 1.1%.
Cc1ccc(C(=O)Nc2ccc(C(=O)OCc3cc(=O)n4nc(C5CC5)sc4n3)cc2)cc1 was read as Epigenetic derep 5.6%.
Screening Cc1ccc(C)c(N2CCN(C(=O)Cn3cnc4nc5c(cc4c3=O)CCCC5)CC2)c1 returned Epigenetic derep -0.6%.
For Cc1ccc(C)c(NC(=O)CN2CCCN(Cc3cccc(Cl)c3)S2(=O)=O)c1 the results were Epigenetic derep -2.9%.
COc1ccc(N2CC(NC(=O)C(c3ccccc3)c3ccccc3)CC2=O)cc1 (stereo not drawn) was read as Epigenetic derep 0.2%.
Screening CCn1c(=NC(=O)c2ccc3c(c2)OCCO3)sc2c(C)ccc(OC)c21 returned Epigenetic derep -0.1%.
`Cc1ccccc1CN1c2ccccc2-c2nc(SCC(=O)c3ccccc3)ncc2S1(=O)=O` gave Epigenetic derep 0.6%.
`CCOC(=O)c1[nH]c(C)c(CCC(=O)N2CCN(c3cccc(OC)c3)CC2)c1C` gave Epigenetic derep 0.9%.
Screening CC(C)c1nn2c(=O)cc(COC(=O)c3cccs3)nc2s1 returned Epigenetic derep 0.8%.
O=S1(=O)c2ccccc2N(Cc2ccc(Cl)cc2F)c2ccccc21 was read as Epigenetic derep 1.5%.
Screening CC(C)Oc1ccc(CNC(=O)Cn2nc(N3CCN(c4ccccc4)CC3)ccc2=O)cc1 returned Epigenetic derep 2.7%.
CCN1CCN(C(c2ccccc2Cl)c2sc3nc(-c4ccco4)nn3c2O)CC1 (stereo not drawn) was read as Epigenetic derep -0.5%.
COc1ccc(N2CCN(CCCNC(=O)c3sc4ncccc4c3-n3cccc3)CC2)cc1 was read as Epigenetic derep -1.7%.
For COC(=O)c1cnn(-c2ccc(C(=O)Nc3cc(OC)c(OC)c(OC)c3)cc2)c1N the results were Epigenetic derep -1.3%.
`O=S(=O)(NCc1nc2cccnc2n1Cc1ccc(F)cc1)c1ccc(Cl)s1` gave Epigenetic derep 1.1%.
COc1cccc(C(=O)Nc2cccc(OCc3cc(=O)n4cccc(C)c4n3)c2)c1 was read as Epigenetic derep 5.4%.
`O=C(Cn1c(-c2cccs2)cc2cc(F)ccc21)N1CCN(c2ccccc2)CC1` gave Epigenetic derep -1.2%.
Screening CC(=O)c1cccc(NC(=O)CSc2nnc3ccc(-c4ccc(C)cc4)nn23)c1 returned Epigenetic derep 5.3%.
For COc1ccc(C)cc1NC(=O)CSc1nc(=O)[nH]c2c1CCCC2 the results were Epigenetic derep 5.2%.
`CCc1ccc(NC(=O)CCCc2nnc3n(CC(C)C)c(=O)c4sccc4n23)cc1` gave Epigenetic derep 2.6%.
Cc1nn(C(=O)c2cccc(Cl)c2)c(C)c1S(=O)(=O)N1CCOCC1 was read as Epigenetic derep 1.7%.
Screening Cc1ccc(-c2onc(C)c2C)cc1S(=O)(=O)Nc1ccc(Cl)cn1 returned Epigenetic derep -1.9%.
`Cc1ccc(-n2c(=O)c3c(C)c(C(=O)N(C)C)sc3n(CC(=O)N(C)c3ccccc3)c2=O)cc1C` gave Epigenetic derep -1.3%.
For Cc1cccc(CNC(=O)c2oc3c(c2C)-c2nn(Cc4ccccc4Cl)cc2CC3)c1 the results were Epigenetic derep 0.0%.
Screening COc1cccc(NS(=O)(=O)c2ccc3c(c2)CCCN3C(=O)C2CCC2)c1 returned Epigenetic derep 0.0%.
`COc1cc(NC(=O)CN2c3ccccc3S(=O)(=O)c3ccccc32)cc(OC)c1` gave Epigenetic derep 0.0%.
CC(C)(C)c1ccc2c(c1)N(CC(=O)NCCCN1CCN(c3ccccc3F)CC1)C(=O)CO2 was read as Epigenetic derep 0.3%.
COc1ccc(NC(=O)CSc2nc3ccccc3c(=O)n2CCC(=O)NC2CCCCC2)c(OC)c1 was read as Epigenetic derep -1.3%.

Screening data deposited in PubChem by National Center for Advancing Translational Sciences (NCATS).
